Tn7 DDE FP: inhibitors of Tn7 peptide binding to fibrin DD(E), primary screen, biochemical, fluorescence polarization, human fibrin, Tn7 probe | inhibition, % at 8.3 µM | Fibrinogen beta chain (Homo sapiens), P02675 | 370,000 tested, 0.13% active | FP displacement of FITC-Tn7 peptide from fibrin DD(E); 0% = median of compound wells per plate | AID 720508, 2013;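 active = inhibition above the mean of compounds falling within the control limits plus 3 SD of them, cut at about 14% in these data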;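 note: 0% = plate median of compound wells and 100% = 10 µM Aha-Tn7 peptide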
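Also added: labelled Tn7 tracer, 0.1 µM; Assay system: human fibrin DD(E) protein; Amount: 2 µM fibrin DD(E); Schedule: 10 min compound pre-incubation, 3 h probe incubation at room temperature; Repeats: one replicate per compound; Read-out basis: percent inhibition; Measured by: fluorescence polarization of the labelled Tn7 tracer.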
ASAP1 GAP inh: inhibitors of human ASAP1 ArfGAP activity, primary screen, biochemical, fluorescence polarization; Arf-GAP with SH3 domain, ANK repeat and PH domain-containing protein 1 (Homo sapiens), …; ASAP1-stimulated ARF1 GTP hydrolysis, GDP FP detection; 360,000 tested, 0.19% active; inhibition, % at 16.5 µM; in the data active = inhibition above about 25%;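 note: 0% = vehicle with enzyme and substrate and 100% = no enzyme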
Target sequence (Q9ULH1 325-724 limits assumed): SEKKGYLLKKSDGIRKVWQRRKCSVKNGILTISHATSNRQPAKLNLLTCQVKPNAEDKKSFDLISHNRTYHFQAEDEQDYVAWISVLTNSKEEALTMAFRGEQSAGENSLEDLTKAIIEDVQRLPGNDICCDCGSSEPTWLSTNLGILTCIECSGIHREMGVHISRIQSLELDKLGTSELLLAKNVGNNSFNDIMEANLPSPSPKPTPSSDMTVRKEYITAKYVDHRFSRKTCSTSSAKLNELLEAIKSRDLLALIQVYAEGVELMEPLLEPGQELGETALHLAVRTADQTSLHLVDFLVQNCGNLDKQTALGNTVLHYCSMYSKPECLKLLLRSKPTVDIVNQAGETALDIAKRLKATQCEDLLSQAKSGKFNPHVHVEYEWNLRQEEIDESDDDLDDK
Tn6 DDE FP: inhibitors of Tn6 peptide binding to fibrin DD(E), primary screen, biochemical, fluorescence polarization, human fibrin, Tn6 probe | Fibrin DD(E) TRITC-Tn6 fluorescence polarization displacement | inhibition, % at 8.3 µM | 370,000 tested, 0.21% active | AID 720509, 2013;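 active = inhibition above a per-campaign cutoff: mean of compounds within control limits plus 3 SD, cut at about 15% in these data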;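 note: 0% = median of all compound wells on the plate and 100% = blocking peptide control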
PLC-gamma1 inh: PLC-gamma1 enzyme inhibitors, primary screen, biochemical, fluorescence, purified enzyme; inhibition, % at 12.2 µM; fluorogenic substrate; 370,000 tested, 0.84% active; in the data active = inhibition above about 9.5%
proKLK7 act: proKLK7 zymogen activators, primary screen, biochemical, fluorescence intensity. Kallikrein-7 (Homo sapiens), P49862. purified proKLK7, EDANS-DABCYL substrate fluorescence; 100% is mature enzyme control, 0% vehicle. activation, % at 7 µM. 370,000 tested, 0.9% active. AID 652039, 2013;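 active = activation above the mean of all tested compounds plus 3 SD, computed per campaign excluding outliers beyond control limits, cut at about 13% in these data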
Target sequence (P49862 whole entry, looked up): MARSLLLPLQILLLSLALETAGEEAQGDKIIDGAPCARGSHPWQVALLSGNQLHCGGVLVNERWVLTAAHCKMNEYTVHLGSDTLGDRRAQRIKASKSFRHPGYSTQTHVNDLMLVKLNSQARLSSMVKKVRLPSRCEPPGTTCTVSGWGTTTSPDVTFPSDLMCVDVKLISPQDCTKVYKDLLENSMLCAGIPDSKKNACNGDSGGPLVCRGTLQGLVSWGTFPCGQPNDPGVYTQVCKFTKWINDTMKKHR
ADAM10 inh: human ADAM10 inhibitors, primary screen, biochemical, QFRET, HTS; Disintegrin and metalloproteinase domain-containing protein 10 (Homo sapiens), O14672; recombinant ADAM10, EDANS/DABCYL FRET peptide cleavage, 3 h; inhibition, % at 7 µM; 370,000 tested, 0.62% active; AID 720582, 2013;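 active = inhibition above a per-campaign cutoff equal to the mean of compounds falling between control-based bounds plus 3 SD, cut at about 20% in these data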;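 note: 0% = DMSO wells while the 100% control is not disclosed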
LEDGF integ inh: blockers of LEDGF/p75-dependent integrase strand transfer – biochemical, TR-FRET, high throughput, primary screen | TR-FRET IN-LEDGF/p75 DNA integration, Eu/Cy5 | inhibition, % at 3.7 µM | 370,000 tested, 0.64% active | AID 743269, 2014;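 active = inhibition above the screen-wide mean plus 3 SD, cut at about 13% in these data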;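 note: signal is the Cy5 over europium emission ratio at 671 and 618 nm; 0% = plate median of compound wells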
ADAM17 inh: ADAM17 inhibitors, primary screen, biochemical, QFRET | 370,000 tested, 0.83% active | recombinant ADAM17, EDANS/DABCYL FRET peptide cleavage | AID 720648, 2013 | inhibition, % at 6.95 µM | Disintegrin and metalloproteinase domain-containing protein 17 (Homo sapiens), P78536;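 active = inhibition above the mean of compounds lying between control limits plus 3 SD, set per campaign, cut at about 8.5% in these data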;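 note: 0% = DMSO-only wells as the low control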
ARFGAP1 inhibitor: inhibitors of rat ARFGAP1 GAP activity, primary screen, biochemical, fluorescence polarization, GDP tracer | AID 651572, 2012 | Arfgap1-stimulated ARF1 GTP hydrolysis, GDP FP detection | 360,000 tested, 0.26% active | ADP-ribosylation factor GTPase-activating protein 1 (Rattus norvegicus), Q62848 | inhibition, % at 16.5 µM;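 active = inhibition above a per-plate limit, mean inhibition of low control wells plus 3 SD, cut at about 25% in these data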;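 note: 0% = DMSO wells with enzyme and 100% = wells lacking Arfgap1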
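Replicates: Single well per compound | Assay system: Truncated rat Arfgap1 GAP domain | Control set: No-Arfgap1 wells (100%) versus DMSO full-reaction wells (0%) | Times: Enzyme reaction 120 min at 25 °C after 20 min preincubation | Reagent: Human ARF1(Δ1-17)-GTP substrate | Measured by: Tracer-displacement fluorescence polarization with EDTA stop, 620/688 nm | Measure: Percent inhibition of Arfgap1-stimulated GTP hydrolysis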
TDP2 inh: human TDP2 enzyme inhibitors, primary screen, biochemical, epi absorbance, recombinant enzyme; Tyrosyl-DNA phosphodiesterase 2 (Homo sapiens), O95551; 370,000 tested, 0.34% active; T5PNP hydrolysis, p-nitrophenol absorbance 415 nm; inhibition, % at 12.8 µM; AID 720702, 2013;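 active = inhibition above the mean of all tested compounds plus 3 SD, set per campaign, cut at about 25% in these data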;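 note: 0% = DMSO with enzyme and 100% = buffer with substrate but no TDP2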
Target sequence (O95551 whole entry, looked up): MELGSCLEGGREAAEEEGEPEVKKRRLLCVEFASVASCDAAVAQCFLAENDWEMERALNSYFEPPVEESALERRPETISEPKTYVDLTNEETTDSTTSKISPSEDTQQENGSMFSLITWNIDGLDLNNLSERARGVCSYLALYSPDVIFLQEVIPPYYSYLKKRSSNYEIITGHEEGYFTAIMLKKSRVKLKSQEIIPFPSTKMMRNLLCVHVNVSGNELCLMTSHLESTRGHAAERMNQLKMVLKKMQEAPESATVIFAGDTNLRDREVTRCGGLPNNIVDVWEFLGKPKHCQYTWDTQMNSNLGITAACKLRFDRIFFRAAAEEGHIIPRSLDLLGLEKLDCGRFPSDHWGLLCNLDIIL
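Read-out basis: percent inhibition. System: recombinant human TDP2. Buffer or medium: Mg2+-containing Tris-HCl buffer, pH 7.5. Repeats: single replicate. Timing: reaction 2 h, 37 °C. Benchmarks: high control without enzyme, low control DMSO plus TDP2. Probe or stimulus: 5 mM T5PNP. Doses: 12.8 µM only. Measured by: epi absorbance of p-nitrophenol freed from T5PNP by hydrolysis.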
Active calls of the source: *; i = inactive; · = not tested or not shown. Compounds were not picked by outcome; overall some 4.2% were active at least once.

Every second line gives: Tn7 DDE FP	ASAP1 GAP inh	Tn6 DDE FP	PLC-gamma1 inh	proKLK7 act	ADAM10 inh	LEDGF integ inh	ADAM17 inh	ARFGAP1 inhibitor	TDP2 inh
- N/C(=N\OC(=O)c1ccc(Cl)cc1)c1cccnc1
    1	10	3	3	0.1	2	2	-2	7	10
- CC(C)C(=O)Nc1cccc(NC(=S)NC(=O)c2ccc([N+](=O)[O-])cc2)c1
    4	-4	9	-3	-1.0	7	-3	2	0	-12
- CC(=O)c1c(C)[nH]c(C(=O)CSc2nnc(N)s2)c1C
    -2	-12	5	0	-0.5	5	2	3	9	10
- COC(=O)C1=C(C)N(Cc2ccccc2C(F)(F)F)C(=NCc2cccc(C(F)(F)F)c2)NC1c1cccc(Cl)c1 (configuration not stated)
    -6	7	-3	4	-0.3	1	0	1	14	-9
- O=C(CN1N=C(c2ccccc2)CCC1=O)NCc1ccccc1
    -3	6	10	-2	-0.6	-2	-1	-3	0	-4
- CC(=O)Nc1cc2c3ccccc3n(C)c2cc1[N+](=O)[O-]
    1	17	9	2	-0.1	-2	-2	-2	10	1
- O=C(OCc1cn([C@@H]2C[C@H](c3ccccc3)N(Cc3cccs3)C[C@H]2O)nn1)c1ccccc1
    1	-1	3	3	0.5	4	4	-1	-3	6
- Cc1ccc(S(=O)(=O)CC(=O)c2ccc([N+](=O)[O-])cc2)cc1
    -7	4	-7	2	0.6	-3	-4	-2	-1	7
- Cc1ccccc1NC(=O)Cn1c(O)c(N=NC(=O)c2ccccc2O)c2ccccc21
    -8	1	-1	0	0.5	-5	0	-1	-3	-3
- Cc1ccc(-n2c(Cc3cccn3C)nnc2SCC(N)=O)cc1
    -4	8	-1	-5	-0.5	-6	-6	-2	7	0
- O=C(CSc1n[nH]c(-c2cc(Cl)ccc2Cl)n1)NCCN1C(=O)CSC1=O
    10	-7	2	-2	-0.3	12	-1	0	1	-3
- Cc1noc(C)c1CSCC(=O)NCCN1C(=O)S/C(=C\c2ccccc2F)C1=O
    1	-7	-9	3	-0.1	3	3	1	13	-2
- Cn1c(Cc2ccc3c(c2)OCO3)nnc1SCC(=O)N1CCc2ccccc2C1
    2	-1	0	0	0.0	7	0	-2	8	9
- C[C@H](NC(=O)c1nc[nH]c1C(=O)NC[C@@H](C)O)c1ccccc1
    3	-12	0	3	0.0	-1	1	2	-1	-9
- Nc1c(Br)cc2oc(-c3ccccc3)nc2c1Br
    -8	3	-1	-23	0.2	-4	-3	-4	1	9
- CCOC(=O)COn1c(=O)c(-c2cc3ccccc3o2)[n+]([O-])c2ccccc21
    2	1	-7	-63	-10	-12	2	-11	5	3
- CNCCC(Oc1ccccc1OC)c1ccccc1 (configuration not stated)
    0	3	-10	0	0.3	-9	-5	-7	3	4
- CCc1nc(SCC(N)=O)c2c(=O)n(C)c(=O)n(C)c2n1
    4	0	-4	0	-0.3	-11	-1	-1	7	7
- CC(C)c1onc(C(=O)Nc2cccnc2Cl)c1[N+](=O)[O-]
    -3	-3	-1	1	-0.5	-12	0	-4	9	10
- Cc1ccc(NC(=O)Nc2ccc3c(c2)[C@]2(CC(=O)N(CC(C)C)C2c2ccccc2)C(=O)N3C)cc1Cl (some centres not stated)
    -8	·	-13	1	1.1	22*	2	9.5*	·	-4
- CNC(=O)C1(CC(C)C)C=CCN1C(C)=O (configuration not stated)
    5	7	1	2	-0.2	-4	1	-4	-1	0
- CN(C)CCCNC(=O)c1cc(Br)ccc1Cl
    -9	6	-10	4	-0.3	0	1	0	9	0
- CC(C)CCn1c(S(=O)(=O)O)nc2ccccc21
    -5	-1	0	-1	0.0	-1	0	0	-5	-6
- Cc1sc(NC(=O)C2CCCO2)c(C(N)=O)c1C (configuration not stated)
    0	-3	4	1	-0.2	8	5	3	-1	-10
- COc1ccc(-c2nnn(CC(=O)NCc3ccc4c(c3)OCO4)n2)cc1OC
    -4	11	-4	3	-0.3	1	2	4	6	4
- CC(C)CN(C(=O)Cn1nnc(-c2ccc(Cl)cc2)n1)C1CCS(=O)(=O)C1 (configuration not stated)
    0	-3	4	-2	0.5	-8	0	-2	3	1
- Cc1oc(-c2cccs2)nc1CN1CCN(C2CCCC2)C(CCO)C1 (configuration not stated)
    -3	0	-5	2	-0.6	-25	-3	-11	15	-4
- O=S(=O)(c1ccc(F)cc1)N1CCN(CC(O)COCc2cccs2)CC1 (configuration not stated)
    5	-5	-9	0	-0.5	0	3	-1	-4	-2
- O=C(C1=NN[C@@H]2C(=O)N(Cc3ccccc3)C(=O)[C@H]12)c1ccc([N+](=O)[O-])cc1
    1	9	0	0	1.0	-3	-1	-1	-2	-5
- CCOC(=O)N1CCN(C(=O)c2cccc(OC)c2O)CC1
    -5	2	-4	0	0.1	0	0	0	6	2
- COCCNC(=O)c1c(N)[nH]c(C(=O)c2ccc(Br)cc2)c1-c1c(OC)ccc2ccccc12
    10	·	-5	-11	·	3	-2	-2	·	-2
- COc1cnc(-c2ccccn2)nc1Oc1ccc(F)cc1F
    3	-5	-1	-4	-0.1	-3	4	-6	-4	8
- O=C(CCN1C(=O)C2C3C=CC(C3)C2C1=O)Nc1c(F)cc(F)cc1Br (configuration not stated)
    6	2	-3	1	-0.6	4	2	-3	-2	-2
- CCOC(=O)C1=C(C)NC(=O)NC1C (configuration not stated)
    0	-9	-1	1	0.3	-6	4	-4	0	-3
- CC1=CC2=NC(=O)CC(C)(C(=O)N(CC(=O)NC(C)(C)C)Cc3ccccc3)N2C=C1 (configuration not stated)
    0	-2	-2	-53	0.2	i	-15	-176	6	-7
- O=S1(=O)CCOC[C@H](c2ccccc2)N1Cc1cccc(F)c1
    -8	7	1	7	-0.4	2	3	2	1	-7
- CCOc1ccc(Oc2ccc(NS(=O)(=O)c3cc(C(=O)O)ccc3Cl)cc2)cc1
    -2	-1	3	7	-0.7	-1	4	14*	-8	-14
- COc1ccc(CNc2c(CO)cnc3c2cnn3C)cc1
    -2	-5	-3	-3	0.4	-7	-3	-2	10	-1
- COc1ccc(C(=O)CCN2CCN(c3ccccc3OC)CC2)cc1
    3	-1	10	1	-0.3	-2	-6	-3	4	3
- O=C(O)C1CCCCC1C(=O)NCCCN1CCCC1=O (configuration not stated)
    -9	-6	-2	-1	0.0	2	2	1	8	0
- O=C(CCc1nnc(CCCc2ccccc2)o1)NC(C1CC1)C1CC1
    -5	-13	-9	4	1.0	12	5	0	-5	-5
- COc1cccc(-c2cc(C(=O)N3CCN(c4ccccc4OC)CC3)no2)c1
    3	-3	3	0	1.7	6	5	4	9	14
- CC(=O)Nc1ccc(S(=O)(=O)NNC(=S)NCC2CCCO2)cc1 (configuration not stated)
    -4	-16	-1	1	0.0	1	3	1	5	-4
- CCC(C)[C@@H](C(=O)Nc1ccc2c(c1)OCO2)N1Cc2ccccc2C1=O (some centres not stated)
    5	-1	-6	1	-0.2	-2	3	-2	6	-1
- Cc1ccc(OC(C)C(=O)Nc2ccc(S(=O)(=O)Nc3nccs3)cc2)cc1 (configuration not stated)
    3	-2	4	0	0.0	4	-1	1	-9	-9
- CC(C)n1c(C(O)c2ccc3c(c2)OCO3)nc2ccccc21 (configuration not stated)
    -1	-14	-5	1	-0.1	2	0	0	1	1
- O=CN1CCN(C(=O)c2cccc3c2-c2ccccc2C3=O)CC1
    -4	-5	-13	5	-0.3	4	-6	-4	9	-12
- COc1ccc(-c2csc(C3=C(O)CN(C(C)C)C3=N)n2)cc1OC
    -1	5	-4	-5	-0.6	-9	-2	-5	1	4
- O=C(C1=C[C@H](c2coc3ccccc3c2=O)C[C@H](OCCCCO)O1)N1CCN(Cc2ccc3c(c2)OCO3)CC1
    10	-8	-5	0	0.8	-3	3	-5	-7	1
- O=C(COC(=O)C1(c2cccc(F)c2)CCCC1)NCc1ccc2c(c1)OCO2
    0	11	-3	-2	-0.3	-5	0	0	5	-5
- COc1ccc(CCNC(=O)CCNC(=O)c2ccccc2Cl)cc1
    7	-5	0	1	-0.9	7	-2	0	-13	4
- CCOc1ccc(-n2c(O)c(/C=N/c3ccnn3Cc3ccncc3)c3ccccc3c2=O)cc1
    -2	0	3	-10	2.9	-30	2	-7	2	-8
- COc1ccc(Cl)cc1NC(=O)CN1CCC(NC(=O)C2CC2)CC1
    -4	2	-7	0	0.4	-2	-5	-4	1	-2
- C#CCN(C[C@H]1[C@H](OC(=O)NC2CC2)[C@H](OC(=O)NC2CC2)C[C@@H](C(=O)OC)[C@H]1C(=O)OC)S(=O)(=O)c1ccc(C)cc1
    4	-13	3	-1	0.6	-14	6	-5	4	-1
- COC(=O)c1ccc2c(c1)C(=O)/C(=C/c1ccc(O)cc1)O2
    -1	0	-4	-152	0.6	-1	-1	0	0	5
- O=C(O)c1ccc(/C=N/Nc2nc(N3CCCCC3)nc(N3CCCCC3)n2)cc1
    3	3	1	-2	-0.2	-11	-2	-3	3	-1
- C=CCn1c(SCC(N)=O)nc2scc(-c3ccc(C)o3)c2c1=O
    -6	5	-3	-4	-3.1	10	-5	-1	-3	-14
